# Screens (PubChem BioAssay)
# PLCg1 inh: inhibitors of human phospholipase C gamma1 | P19174 | purified PLC-gamma1, fluorogenic substrate, fluorescence | inhibition, % at 12.2 µM | 370,000 tested, 0.84% active; in the data active = inhibition above about 9.5%
# KLK7 zymogen act: activates the human kallikrein-7 zymogen | AID 652039 | activation, % at 7 µM | 370,000 tested, 0.9% active | purified proKLK7, EDANS-DABCYL substrate fluorescence; 100% is mature enzyme control, 0% vehicle | P49862;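 active = activation above the mean of all tested compounds plus 3 SD, computed per campaign excluding outliers beyond control limits, cut at about 13% in these data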
# UHRF1 binding: human UHRF1 methylated DNA binding inhibitors. Q96T88. UHRF1 binding to methylated oligo, TR-FRET. inhibition, % at 4.4 µM. 370,000 tested, 0.75% active; in the data active = inhibition above about 21%;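 also: UHRF1 SRA domain binding a hemimethylated CpG hairpin DNA probe; 0% = median of test compound wells and 100% = reference inhibitor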
# HGIII-sPLA2 inh: Inhibits HGIII-sPLA2 liposome hydrolysis, primary screen; Q9NZ20; QFRET BODIPY PC-A2 liposome hydrolysis, fluorescence; inhibition, % at 12.2 µM; 370,000 tested, 0.56% active;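 active = inhibition above mean plus 3 SD of compounds lying within the high and low control bounds, cut at about 19% in these data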;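 also: 0% = median of test compound wells and 100% = no enzyme DMSO wells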
# Tn6 DDE FP: disrupts Tn6 cyclic peptide binding to fibrin D-Dimer-E complex; AID 720509; 370,000 tested, 0.21% active; P02675; inhibition, % at 8.3 µM; Fibrin DD(E) TRITC-Tn6 fluorescence polarization displacement;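 active = inhibition above a per-campaign cutoff: mean of compounds within control limits plus 3 SD, cut at about 15% in these data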;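 also: 0% = median of all compound wells on the plate and 100% = blocking peptide control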
# ARFGAP1 inhibitor: inhibits rat ARF GTPase activating protein 1. Arfgap1-stimulated ARF1 GTP hydrolysis, GDP FP detection. inhibition, % at 16.5 µM. 360,000 tested, 0.26% active. AID 651572;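 active = inhibition above a per-plate limit, mean inhibition of low control wells plus 3 SD, cut at about 25% in these data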;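 also: 0% = DMSO wells with enzyme and 100% = wells lacking Arfgap1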
#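 Material – truncated rat Arfgap1 GAP domain · Buffer or medium – HEPES-based buffer, pH 7.5 · Reagent – human ARF1(Δ1-17)-GTP substrate · Dosing – 16.5 µM single point, 1.26% DMSO · Schedule – GTP hydrolysis reaction 2 h at 25 °C · Technique – GDP detection by fluorescence polarization · Benchmarks – No-Arfgap1 wells (100%) versus DMSO full-reaction wells (0%) · Repeats – single replicate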
# NR1D1 modulator: Rev-erb alpha (human) modulation; P20393; Rev-erbα–FITC-DNA binding, fluorescence polarization, 90 min; activity, % at 10 µM; 370,000 tested, 0.79% active;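 active = activity above about 14%, limit read from the data; passing the limit was not always enough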;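 also: 0% = DMSO wells with 35 nM protein and 100% = DMSO wells with 750 nM protein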
# ASAP1 inh: blocks human ASAP1-stimulated Arf1 GTP hydrolysis; Q9ULH1; GDP FP detection; inhibition, % at 16.5 µM; 360,000 tested, 0.19% active; AID 624377; in the data active = inhibition above about 25%;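 also: 0% = vehicle with enzyme and substrate and 100% = no enzyme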
# Tn7 DDE FP: inhibitors of Tn7 peptide binding to human fibrin DD(E). P02675. FP displacement of FITC-Tn7 peptide from fibrin DD(E); 0% = median of compound wells per plate. inhibition, % at 8.3 µM. 370,000 tested, 0.13% active. AID 720508;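 active = inhibition above the mean of compounds falling within the control limits plus 3 SD of them, cut at about 14% in these data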;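 also: 0% = plate median of compound wells and 100% = 10 µM Aha-Tn7 peptide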
#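 Test system: human clot-derived fibrin DD(E) complex / Quantity: 2 µM final DD(E) protein / Incubation: 10 min plus 3 h, room temperature / Measured by: fluorescence polarization / Benchmarks: high control of 10 µM Aha-Tn7 peptide / Replicates: singlicate testing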
# PLCb3 inh: PLC-beta3 (human) inhibition, primary screen; Q01970; Purified PLC-beta3, fluorogenic substrate, fluorescence; inhibition, % at 12.2 µM; AID 720704; 370,000 tested, 0.18% active; in the data active = inhibition above about 11%;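 also: 0% = median of compound wells on plate and 100% = full blocker control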
# Target sequence (Q01970 whole entry, looked up): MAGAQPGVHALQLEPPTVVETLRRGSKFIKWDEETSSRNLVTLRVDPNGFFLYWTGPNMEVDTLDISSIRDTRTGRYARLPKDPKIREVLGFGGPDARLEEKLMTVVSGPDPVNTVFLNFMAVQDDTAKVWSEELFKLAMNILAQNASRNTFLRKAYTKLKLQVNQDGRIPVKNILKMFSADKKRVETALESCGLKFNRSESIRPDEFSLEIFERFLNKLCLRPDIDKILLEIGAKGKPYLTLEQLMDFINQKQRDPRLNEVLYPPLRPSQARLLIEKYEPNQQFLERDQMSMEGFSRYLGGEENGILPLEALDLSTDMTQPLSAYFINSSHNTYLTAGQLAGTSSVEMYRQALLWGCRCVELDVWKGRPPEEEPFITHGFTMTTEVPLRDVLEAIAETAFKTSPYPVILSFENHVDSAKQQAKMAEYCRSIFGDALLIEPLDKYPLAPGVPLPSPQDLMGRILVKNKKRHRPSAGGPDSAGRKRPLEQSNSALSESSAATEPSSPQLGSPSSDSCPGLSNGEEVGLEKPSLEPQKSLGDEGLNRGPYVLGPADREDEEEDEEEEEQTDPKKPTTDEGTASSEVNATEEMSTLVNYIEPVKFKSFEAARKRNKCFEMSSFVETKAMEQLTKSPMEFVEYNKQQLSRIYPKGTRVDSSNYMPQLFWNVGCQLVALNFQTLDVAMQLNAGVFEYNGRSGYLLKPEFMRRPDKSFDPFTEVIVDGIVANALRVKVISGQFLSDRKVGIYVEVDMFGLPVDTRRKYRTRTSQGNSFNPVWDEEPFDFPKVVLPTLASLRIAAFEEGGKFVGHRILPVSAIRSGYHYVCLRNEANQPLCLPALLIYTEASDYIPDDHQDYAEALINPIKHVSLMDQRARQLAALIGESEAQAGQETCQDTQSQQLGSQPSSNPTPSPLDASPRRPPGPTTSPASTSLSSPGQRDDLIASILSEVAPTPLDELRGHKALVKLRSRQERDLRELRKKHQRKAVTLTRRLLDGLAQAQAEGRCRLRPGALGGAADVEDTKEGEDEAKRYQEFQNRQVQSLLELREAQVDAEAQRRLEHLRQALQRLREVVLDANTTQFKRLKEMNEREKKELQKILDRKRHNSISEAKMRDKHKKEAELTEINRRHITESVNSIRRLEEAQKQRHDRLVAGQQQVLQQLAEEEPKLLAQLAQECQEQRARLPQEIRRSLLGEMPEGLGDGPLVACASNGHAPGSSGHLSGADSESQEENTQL
# * marks the source's active call; other numbers are inactive results. Random draw from the library. Share with any hit: about 4.5%.
SMILES,PLCg1 inh,KLK7 zymogen act,UHRF1 binding,HGIII-sPLA2 inh,Tn6 DDE FP,ARFGAP1 inhibitor,NR1D1 modulator,ASAP1 inh,Tn7 DDE FP,PLCb3 inh
O=C(NCCc1ccccc1C(F)(F)F)C1CCC(=O)N(C2CC2)C1 (stereo not drawn),-1,-0.4,0,4,-3,5,-2,-13,-5,-10
N#C/C(=C\c1ccc(OCC(N)=O)cc1)S(=O)(=O)c1ccccc1,-2,0.7,3,0,-6,-6,-1,-8,-1,-10
Cc1ccc(S(=O)(=O)Nc2ccc(-n3c(C)nc4ccccc4c3=O)cc2)cc1,-3,-0.4,0,-11,2,0,-4,4,7,1
CC(C)C(OC(=O)c1cccs1)C(=O)NCc1ccco1 (stereo not drawn),0,0.0,0,2,5,0,-8,-5,-2,2
CCNC(=S)N/N=C/c1cn(Cc2ccccc2F)c2ccccc12,8,-2.9,-4,0,4,2,-9,4,-9,0
O=c1c2cc3c(=O)n(CC4CCCO4)c(=O)c3cc2c(=O)n1CC1CCCO1 (stereo not drawn),1,0.4,2,4,13,-4,-3,-15,-1,0
CCOc1ccc(C(=O)NC(=S)Nc2ccc(N3CCCCC3)cc2)cc1[N+](=O)[O-],-1,-0.5,-4,1,5,2,0,5,3,-1
Cc1ccc(S(=O)(=O)/C(C#N)=C/c2c(N3CCN(Cc4ccccc4)CC3)nc3ccccn3c2=O)cc1,-50,5.5,4,2,-6,3,-7,-2,7,-79
CCCCNCc1cc2ccccc2o1,-1,0.4,0,1,-2,-11,3,-12,5,-10
Cc1cc(OCC(=O)NCc2cccnc2)c2c(C)c(Cc3ccccc3)c(=O)oc2c1,-6,-2.5,2,1,-9,-4,-1,5,3,-33
CN(C(=O)C(Cl)Cl)C1CC2C=CC1C2 (stereo not drawn),-1,0.7,-3,-1,6,-3,2,-11,5,-6
COc1ccc(/C=C(\NC(=O)c2ccc([N+](=O)[O-])cc2)C(=O)NCCN2CCOCC2)cc1,0,0.4,-1,1,-3,-1,-3,4,7,-4
O=C(C1CSC2(c3ccc(F)cc3)CCC(=O)N12)N1CCCCCC1 (stereo not drawn),6,-0.2,6,4,-2,4,4,-2,1,5
COc1ccc(OC)c(S(=O)(=O)N2CCC(C(=O)N3CCN(c4ccc(F)cc4)CC3)CC2)c1,-1,-0.1,-1,-11,-11,-10,2,4,-1,-4
COc1cccc(N2CCN(C(=O)c3cc4c(s3)-c3ccccc3OC4)CC2)c1,-124,24*,-3,-9,3,-10,5,-16,6,-156
Cn1c(N)c(C(=O)COC(=O)c2ccc(Br)o2)c(=O)n(C)c1=O,-1,-0.7,0,2,0,6,5,-5,-1,2
CN1CCCN(S(=O)(=O)c2ccc(O)c(C(=O)O)c2)CC1,4,0.0,3,1,1,5,-1,-7,-4,2
CSc1nc2cc(Cl)ccc2s1,2,0.1,-3,4,-2,8,3,1,-6,0
CC1CC(Nc2ccccc2)c2ccccc2N1C(=O)c1ccco1 (stereo not drawn),1,0.0,3,11,0,-8,-2,1,7,-7
COc1cc(OC)c(NC(=S)Nc2cccc(C)c2)cc1Cl,5,-0.1,1,18,-3,1,3,14,-2,4
C[N+]1(CC2COC3(CCCCC3)O2)CCCC1 (stereo not drawn),7,-0.6,5,24*,-3,9,-2,-1,-5,3
Cc1cc(Cn2nc(C(=O)NCc3cccs3)cc2-c2ccccc2)on1,1,0.1,17,-9,-1,5,5,-6,-1,4
COc1ccc(NC(=O)c2c(-c3ccccc3Cl)noc2C)c(OC)c1,2,-0.2,-3,-3,6,-15,2,-4,7,1
CCC1(CC)NC(=O)N(CC(=O)OC(C)C(=O)Nc2ccccc2OC)C1=O (stereo not drawn),0,0.4,1,1,0,5,6,-6,2,-6
O=C(CCCN1C(=O)NC2(CCCC2)C1=O)Nc1cccc(S(=O)(=O)N2CCOCC2)c1,-3,-0.1,-1,5,5,9,4,5,-2,-6
COc1ccc2c(CN3CCN(C(C)=O)CC3)cc(=O)oc2c1,-10,0.8,-1,3,-4,9,9,4,-1,-7
O=C(Cc1cccs1)N1CCN=C1SCc1ccccc1Cl,-2,-0.2,-2,-4,7,-5,-5,7,-3,-6
Cc1ccc(OCc2nnc(SCC(=O)CC(=O)Nc3ccccc3)o2)cc1,0,-1.1,0,-3,3,9,-8,8,8,-5
Cc1ccc(S(=O)(=O)N2CCN(CC(=O)N/N=C\c3ccc(O)c(O)c3)CC2)cc1,-7,-4.8,0,3,-4,-3,0,-4,-1,-17
O=C(COc1ccc([N+](=O)[O-])cc1)NNC(=O)c1cccnc1,3,-0.8,1,-2,-4,-12,-7,-6,0,0
CC(=O)CSc1ncnc2nc[nH]c12,6,-0.3,3,3,3,1,-2,-13,3,4
Cc1nc(NC(=O)c2cc(-n3cnnc3)ccc2Cl)ccc1Br,1,0.6,-2,4,1,8,1,4,4,2
O=C(NC1CCCC1)C(NS(=O)(=O)c1cccc2nsnc12)c1ccccc1 (stereo not drawn),-1,0.1,-2,-2,2,-5,3,5,6,1
CCCNC(=O)Cn1sc2nc(C)cc(C)c2c1=O,1,0.6,3,4,0,6,6,2,-7,-2
O=C(N[C@H]1CCCCNC1=O)c1cc(COc2ccc(F)cc2F)on1,-2,0.1,-1,-1,2,3,3,6,2,-4
COc1ccc(NC2c3ccccc3C(=O)N2c2ccccn2)cc1Cl (stereo not drawn),2,0.4,0,3,6,2,2,1,4,2
O=C(Nc1ccc(F)cc1F)c1ccc2c(c1)OCCO2,2,-0.2,-1,1,4,1,-5,-9,-2,-4
COc1ccc(C(CNC(=O)c2ccc(OCC3CCCO3)cc2)N2CCOCC2)cc1 (stereo not drawn),-3,-0.8,1,-7,3,-2,4,-5,9,-3
NC(=NCCc1c[nH]c2ccccc12)NC(=O)c1ccc(F)cc1,3,0.3,-2,-99,0,13,6,7,-9,0
C#Cc1ccc([C@@H]2C=C(C(=O)N3CCN(Cc4ccccc4)CC3)O[C@H](OCC)[C@H]2CCCO)cc1,0,0.3,0,-16,-7,-9,2,0,9,3
O=C(O)CCC(=O)N(Cc1ccccc1)Cc1ccccc1,-4,0.1,-1,-2,-3,5,-3,-4,5,-8
COc1cc(S(=O)(=O)NCCc2ccc3c(c2)OCO3)ccc1-n1cnnn1,-4,-0.1,8,-4,10,-7,-5,-7,10,-2
Cn1c(SCc2ccc(F)cc2)nnc1-c1ccccn1,2,-0.3,0,1,-5,-3,-4,-9,0,1
N#CC1=C(N)NC(SCc2ccccc2)=C(C#N)C12CCCCC2,0,0.7,14,-6,2,14,2,3,-3,-3
O=C(O)C(Cc1ccccc1)N1C(=O)C2CCCCC2C1=O (stereo not drawn),-2,-0.1,-1,0,3,3,6,3,-5,2

# Part of the list above, showing only Tn7 DDE FP, ARFGAP1 inhibitor and HGIII-sPLA2 inh.
smiles	Tn7 DDE FP	ARFGAP1 inhibitor	HGIII-sPLA2 inh
C#Cc1ccc([C@@H]2C=C(C(=O)N3CCN(Cc4ccccc4)CC3)O[C@H](OCC)[C@H]2CCCO)cc1	9	-9	-16
O=C(O)CCC(=O)N(Cc1ccccc1)Cc1ccccc1	5	5	-2

# Further entries
SMILES,PLCg1 inh,KLK7 zymogen act,UHRF1 binding,HGIII-sPLA2 inh,Tn6 DDE FP,ARFGAP1 inhibitor,NR1D1 modulator,ASAP1 inh,Tn7 DDE FP,PLCb3 inh
CS(=O)(=O)N(CC(=O)NN=C1CCCCCC1)c1ccc(Oc2ccccc2)cc1,-1,-0.3,-1,-1,4,9,-6,12,6,-4
COc1ccc(S(=O)(=O)Nc2ccc3c(c2)C(=O)N([C@H](C)CO)C[C@H](C)[C@@H](CN(C)S(C)(=O)=O)O3)cc1,1,0.7,-1,-4,2,0,2,-4,-7,0
CNc1ccc(Cl)nn1,-6,0.1,0,3,2,-4,4,3,-3,-12
CCC(Oc1cccc(Cl)c1)C(=O)N1CCCN(C)CC1 (stereo not drawn),3,-0.3,0,3,4,2,2,-1,-8,-2
C=CC[C@H](CC(=O)N(CCO)Cc1ccccc1)C(=O)N[C@@H](C)COC(=O)[C@H](CC=C)CC(=O)OC(C)(C)C,-2,0.3,-2,-4,7,-9,5,-4,11,-1
O=C(CN1C(=O)C2CCCCC2C1=O)N1CCN(c2ncccn2)CC1 (stereo not drawn),-2,1.3,16,3,-2,-2,-7,0,-3,-10
O=C(CN1C(=O)NC2(CCCCC2)C1=O)Nc1ccccc1N1CCCC1,1,-0.8,-1,1,0,2,-1,3,1,3

# 14 entries from above, tab-delimited.
SMILES	PLCg1 inh	KLK7 zymogen act	UHRF1 binding	HGIII-sPLA2 inh	Tn6 DDE FP	ARFGAP1 inhibitor	NR1D1 modulator	ASAP1 inh	Tn7 DDE FP	PLCb3 inh
COc1ccc(C(CNC(=O)c2ccc(OCC3CCCO3)cc2)N2CCOCC2)cc1 (stereo not drawn)	-3	-0.8	1	-7	3	-2	4	-5	9	-3
NC(=NCCc1c[nH]c2ccccc12)NC(=O)c1ccc(F)cc1	3	0.3	-2	-99	0	13	6	7	-9	0
C#Cc1ccc([C@@H]2C=C(C(=O)N3CCN(Cc4ccccc4)CC3)O[C@H](OCC)[C@H]2CCCO)cc1	0	0.3	0	-16	-7	-9	2	0	9	3
O=C(O)CCC(=O)N(Cc1ccccc1)Cc1ccccc1	-4	0.1	-1	-2	-3	5	-3	-4	5	-8
COc1cc(S(=O)(=O)NCCc2ccc3c(c2)OCO3)ccc1-n1cnnn1	-4	-0.1	8	-4	10	-7	-5	-7	10	-2
Cn1c(SCc2ccc(F)cc2)nnc1-c1ccccn1	2	-0.3	0	1	-5	-3	-4	-9	0	1
N#CC1=C(N)NC(SCc2ccccc2)=C(C#N)C12CCCCC2	0	0.7	14	-6	2	14	2	3	-3	-3
O=C(O)C(Cc1ccccc1)N1C(=O)C2CCCCC2C1=O (stereo not drawn)	-2	-0.1	-1	0	3	3	6	3	-5	2
CS(=O)(=O)N(CC(=O)NN=C1CCCCCC1)c1ccc(Oc2ccccc2)cc1	-1	-0.3	-1	-1	4	9	-6	12	6	-4
COc1ccc(S(=O)(=O)Nc2ccc3c(c2)C(=O)N([C@H](C)CO)C[C@H](C)[C@@H](CN(C)S(C)(=O)=O)O3)cc1	1	0.7	-1	-4	2	0	2	-4	-7	0
CNc1ccc(Cl)nn1	-6	0.1	0	3	2	-4	4	3	-3	-12
CCC(Oc1cccc(Cl)c1)C(=O)N1CCCN(C)CC1 (stereo not drawn)	3	-0.3	0	3	4	2	2	-1	-8	-2
C=CC[C@H](CC(=O)N(CCO)Cc1ccccc1)C(=O)N[C@@H](C)COC(=O)[C@H](CC=C)CC(=O)OC(C)(C)C	-2	0.3	-2	-4	7	-9	5	-4	11	-1
O=C(CN1C(=O)C2CCCCC2C1=O)N1CCN(c2ncccn2)CC1 (stereo not drawn)	-2	1.3	16	3	-2	-2	-7	0	-3	-10
